Screening data from PubChem.
LMNA splice mod: LMNA splicing modulation; 200,000 compounds, 0.01% hits; Potency, µM (top dose mostly 46.1 µM), for the others: at the top dose ratio change, negative = inhibition, most hits filed as inhibitors; AID 1487; HeLa LMNA splicing GFP/RFP minigene ratio, 48 h; active = well fitted inhibition curve with a large enough effect in the signal ratio, with a control signal flat, not every such curve was filed as active; inconclusive = small, poorly fitted or top-dose-only effect, or effect the other way, or a change in a side signal; the % refers to the signal ratio; also: potency is read from the fitted curve at half-maximal effect; % is scaled to controls: 0 for no effect and ±100 for the full control effect
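S3 HeLa stable clones carrying a lamin A-EGFP splicing minigene plus DsRed2 were seeded at 600 cells/well in Opti-MEM with 2% FBS, pin-dosed and incubated 48 h at 37°C. Acumen cytometry (488 nm) gave the GFP/RFP total-intensity ratio.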
NPSR antag: antagonists of human neuropeptide S receptor cAMP signaling. Q6W5P4. CHO-NPSR cells, cAMP TR-FRET, antagonist mode. Potency, µM (doses to about 38.3 µM), for inactives: at the highest dose activity change, negative = inhibition, most hits filed as inhibitors. 220,000 compounds, 1% hits. AID 1461; also: potency is read from the fitted curve at half-maximal effect; % is scaled to controls: 0 for no effect and ±100 for the full control effect; nearly all actives have a fitted effect of over 50% in size; many of its hits are not listed in these tables
Target sequence (Q6W5P4 whole entry, looked up): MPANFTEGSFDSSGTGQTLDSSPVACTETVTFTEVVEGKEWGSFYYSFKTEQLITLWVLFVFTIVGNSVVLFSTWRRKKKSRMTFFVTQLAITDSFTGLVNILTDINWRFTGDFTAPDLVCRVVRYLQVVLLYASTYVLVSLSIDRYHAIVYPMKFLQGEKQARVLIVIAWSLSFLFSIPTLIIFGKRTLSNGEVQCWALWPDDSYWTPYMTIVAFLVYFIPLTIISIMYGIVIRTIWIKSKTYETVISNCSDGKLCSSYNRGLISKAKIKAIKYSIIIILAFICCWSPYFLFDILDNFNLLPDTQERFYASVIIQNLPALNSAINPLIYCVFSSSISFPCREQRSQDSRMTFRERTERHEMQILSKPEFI
IMPase Li cell: cell-permeable IMPase inhibitors with lithium potentiation; CHO-M1 cells, IP1 TR-FRET (IP-One), carbachol + lithium; Potency, µM (titrated, usually from 59.4 µM), without a hit: at the top dose activity, negative = IMPase inhibition, actives largely listed as inhibitors; 210,000 compounds, 0.35% hits;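 also: IP1 builds up when IMPase is blocked and the TR-FRET signal falls; potency is read from the fitted curve at half-maximal effect; plate controls were basal vehicle for no effect and high inhibitor control for full effect; nearly all actives have a fitted effect of over 50% in size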
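CHO cells stably expressing M1 receptor (2000/well, cultured 16–30 h) treated 30 min at 37C with compound plus low lithium. Cytosolic IP1 by TR-FRET (665/620 ratio and 620 channel) after 10 min lysis; AC50 by Hill fit.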
HttQ103 aggreg: mutant huntingtin aggregation inhibition; PC12 HttQ103-GFP aggregates, Acumen cytometry, 40 h; Potency, µM (series often up to 46.1 µM), for the others: top-dose activity change, negative = inhibition, usual class: inhibitors; 220,000 compounds, 1.1% hits; AID 1688; also: potency is read from the fitted curve at half-maximal effect; % is scaled to controls: 0 for no effect and ±100 for the full control effect; nearly all actives have a fitted effect of over 60% in size
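Quantitative HTS on tebufenozide-induced (100 nM) PC12 cells stably expressing polyQ103 Huntingtin exon 1–GFP. Reduction of bright GFP aggregates, detected by laser scanning cytometry after lysis, identified actives across the titration.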
Luc counter: Kinase-Glo luciferase inhibition (counter-screen) | Potency, µM (titrated, usually from 38.3 µM), for inactives: top-dose activity change, negative = inhibition, most hits filed as inhibitors | 200,000 compounds, 0.28% hits | Kinase-Glo luciferase, ATP luminescence, 8 min | AID 1379 | Q27757; also: potency is read from the fitted curve at half-maximal effect; % is scaled to controls: 0 for no effect and ±100 for the full control effect; nearly all actives have a fitted effect of over 60% in size
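Substrate mix (final 50 mM imidazole pH 7.2, 50 mM KCl, 7 mM MgCl2, 10 uM ATP, 0.01% Tween 20, 0.05% BSA) plus pin-tool compound, then Kinase-Glo detection mix; 8 min ambient, luminescence read.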
CBFb RUNX1 block: blocks binding between human CBF-beta and RUNX1. Q01196+Q13951. AlphaScreen CBFb-His/RUNX1-biotin binding, biochemical. Potency, µM (series often up to 59.8 µM), for inactives: top-dose activity, negative = inhibition, most hits filed as inhibitors. 230,000 tested, under 10 active. AID 1477; also: % of control where 0% means no effect
Target sequence (Q01196 whole entry, looked up): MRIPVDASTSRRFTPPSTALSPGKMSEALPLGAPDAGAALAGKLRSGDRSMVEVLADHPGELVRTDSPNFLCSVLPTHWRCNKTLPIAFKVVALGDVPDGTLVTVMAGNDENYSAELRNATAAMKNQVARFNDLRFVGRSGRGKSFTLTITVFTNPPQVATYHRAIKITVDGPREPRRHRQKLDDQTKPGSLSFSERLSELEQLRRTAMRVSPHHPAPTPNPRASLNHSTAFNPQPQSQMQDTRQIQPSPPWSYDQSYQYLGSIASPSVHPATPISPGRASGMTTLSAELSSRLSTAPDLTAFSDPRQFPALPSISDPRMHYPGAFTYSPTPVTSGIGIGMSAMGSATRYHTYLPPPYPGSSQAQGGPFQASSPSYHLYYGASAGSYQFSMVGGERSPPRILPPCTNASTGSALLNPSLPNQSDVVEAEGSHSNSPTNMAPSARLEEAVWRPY
Target sequence (Q13951 whole entry, looked up): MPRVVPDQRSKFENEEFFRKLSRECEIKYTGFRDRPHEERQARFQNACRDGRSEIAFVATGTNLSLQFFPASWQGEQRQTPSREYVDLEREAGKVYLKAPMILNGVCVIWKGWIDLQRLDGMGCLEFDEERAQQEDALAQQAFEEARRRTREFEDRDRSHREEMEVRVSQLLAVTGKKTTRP
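Compounds were screened at multiple concentrations against a preformed CBF-beta(His)/RUNX1(biotin) complex (30 nM of each) for 15 min at room temperature, followed by 90 min with nickel and streptavidin beads and AlphaScreen reading.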
Epigenetic reg: epigenetic control regulation, reporter derepression; murine LDR cells, GFP reporter derepression, 30 h; Potency, µM (titrated, usually from 53.9 µM), without a hit: at the highest dose GFP activation, most hits filed as activators; 280,000 compounds, 0.2% hits; AID 1865; also: potency is read from the fitted curve at half-maximal effect; % of control where 0% means no effect; nearly all actives have a fitted effect of over 60% in size
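Murine LDR cells carrying a silenced, genomically integrated CMV-driven GFP reporter were exposed to compound for 30 hours at 37 C. After PBS washes, GFP-positive cells (20–120 um objects) were counted by laser-scanning microplate cytometry.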
* = called active by the depositor; ? = inconclusive; . = no result given; & = joins results of further samples; [ ] = remark or other dose. Unless noted, calls follow the shape of the dose curve; as a rule, active = well fitted curve in the direction sought with a large enough effect; inconclusive = small, poorly fitted or top-dose-only effect, or another doubt; inactive = no such curve, though single readings can be large; an effect the other way counts as inactive or inconclusive. A portion of the library, so the mix of outcomes need not match the whole.

Under each structure: LMNA splice mod | NPSR antag | IMPase Li cell | HttQ103 aggreg | Luc counter | CBFb RUNX1 block | Epigenetic reg
CCCC(=O)Nc1ncnc2c1ncn2C1OC2COP(=O)(O)OC2C1OC(=O)CCC (configuration not stated)
→ ? | . | 3% | 9% | -7% | 20% | 4.0%
COc1ccc(N(CC(=O)Nc2cc([N+](=O)[O-])ccc2C)S(C)(=O)=O)cc1OC
→ . | 6% | . | -5%[9.22 µM] | . | 4% | -2.6%
COc1ccc(-n2nc3cc(C)c(N)c(Br)c3n2)cc1
→ ? | -14%[46.1 µM] | -15%[38.3 µM] | -2% | -2% | 4% | ?
CC(=O)N(C(C)=O)c1ncnc2c1c(-c1ccc(Cl)cc1)nn2C(C)(C)C
→ ? | ? | 11% | ? | 1% | 0% | -4.2%
CCCCNC(=O)NC(C(=O)OC)C12CC3CC(CC(C3)C1)C2 (configuration not stated)
→ . | -16% | 9% | 16% | . | -4% | 3.9%
COc1ccc(N2C(=O)C3CCCN3C2c2ccc(C)cc2)cc1 (configuration not stated)
→ -1% | 0%[46.1 µM] | -5%[38.3 µM] | 3% | 0% | -1% | 0.7%
COc1cc(/C=C(\C#N)C(=O)Nc2cccc3ncccc23)cc(OC)c1OC
→ ? | 4% | 10% | -7% | 3% | 1% | -1.5%
CC(C)(C)c1ccccc1OCCCCCNCCO
→ -10% | 4%[46.1 µM] | -19% | -21% | -1% | 14% | -3.4%
CCOC(=O)c1[nH]c(C)c(CC(C)C)c1C
→ -5%[46 µM] | -11% | -6% | -12% | 1% | 19% | -3.0%
Cc1sc2ncnc(NCCN3CCOCC3)c2c1C
→ ? | 0%[46.1 µM] | 46%[activator][38.3 µM] | 11µM* | -2% | 1% | 0.7%
C=C(C)CSc1nc2sc3c(c2c(=O)n1C1CCCCC1)CCN(C)C3
→ . | ? | . | 7%[9.22 µM] | . | -4% | -0.9%
CCn1c(-c2cccs2)nc2ccccc21
→ -5% | -2%[46.1 µM] | -7% | ? | -1% | 2% | 2.0%
Cc1cc(N(C(=O)c2ccco2)C(C(=O)NC2CCCCC2)c2ccccc2)ccc1-n1cnnn1 (configuration not stated)
→ -7% | -17%[46.1 µM] | 4%[38.3 µM] | -6% | -1% | 3% | -0.7%
NS(=O)(=O)c1ccc(N/N=C2/CCCc3ccccc32)c([N+](=O)[O-])c1
→ . | -2% | -7% | -3% | -12% | 2% | 0.0%
Cc1ccc2c(c1)c1c(n2C)-c2[nH]ncc2CC1
→ -1% | 4%[46.1 µM] | -5% | -16% | -3% | -7% | -10%
CC(C)n1c(=N)c(C(=O)NCCc2ccccc2)cc2c(=O)n3ccccc3nc21
→ 5% | -6%[46.1 µM] | 3%[38.3 µM] | -6% | 1% | 4% | 2.1%
CCOC(=O)C1CCCN(Cc2ccc(OC)cc2OC)C1 (configuration not stated)
→ -3% | 10%[46.1 µM] | 5%[38.3 µM] | 16% | 0% | 7% | 0.8%
CC(=O)NS(=O)(=O)c1ccc(NC(=S)NC(=O)C(C)C)cc1
→ 5% | -1%[46.1 µM] | 18%[38.3 µM] | 0%[9.22 µM] | 2% | 6% | 0.8%
O=S(=O)(c1ccc(C2=CSC3=NCCN23)cc1)N1CCOCC1
→ 3% | 0%[46.1 µM] | -6%[38.3 µM] | 10% | -4% | 6% | -0.7%
Cn1c(SCC(=O)c2ccc(-c3ccccc3)cc2)nnc1-c1ccco1
→ -11% | -1%[46.1 µM] | -10%[38.3 µM] | -3% | -4% | -13% | -15%

The list goes on:
Under each structure: LMNA splice mod | NPSR antag | IMPase Li cell | HttQ103 aggreg | Luc counter | CBFb RUNX1 block | Epigenetic reg
CC12CC(NC(=O)N1c1ccc(C(=O)N3CCN(c4ccccn4)CC3)cc1)c1ccccc1O2 (configuration not stated)
→ -10% | ? | -11%[38.3 µM] | 13% | 5% | 2% | 1.0%
CC1=NN(c2cccc(C(=O)O)c2)C(=O)/C1=C\C=C\c1ccco1
→ -4% | ? | 9% | 15% | -4% | 1% | -2.0%
N/C(=N\c1nc2c(c(=O)[nH]1)CCC2)Nc1cccc(Cl)c1
→ ? | 1% | -3% | 16% | 0% | 18% | -0.9%
CC(Cc1ccccc1)C(=O)NCc1ccncc1 (configuration not stated)
→ -4% | 15% | 16%&14% | 23% | 0%&-1% | 2%[2.36 µM] | -4.2%&-2.1%
O=C(CC(c1ccccc1)c1ccccc1O)NCCN1CCOCC1 (configuration not stated)
→ 5% | -3%[46.1 µM] | -1%[38.3 µM] | -6% | 0% | 7% | 0.7%
C=CCNC(=S)N1CCN(S(=O)(=O)c2ccc(C)cc2)CC1
→ . | -7% | . | -1%[9.22 µM] | . | -1% | -1.0%
COc1cccc(CNC(=O)C2CCN(Cc3cnn(-c4ccccc4)c3-n3cccc3)CC2)c1
→ 7% | -25%[46.1 µM] | -18%[38.3 µM] | -10% | -8% | -1% | 1.9%
COC(=O)C1(CC(C)C)C=C2C(=C(C(C)C)C(=O)C2C)CN1 (configuration not stated)
→ . | . | -1% | . | -2% | 15% | 7.4%
O=C(COc1ccc(Cl)cc1)Nc1nnc(C2=COCCO2)o1
→ . | -15% | 4% | -15% | -2% | ? | -0.3%
c1ccc(CSc2ccc(-c3cccs3)nn2)nc1
→ . | 17% | 7% | 0.032µM* | -3% | 7% | 1.1%
COc1cccc(CNC(=O)C2CCN(S(=O)(=O)c3cnc[nH]3)CC2)c1
→ 1% | -7%[46.1 µM] | 22%[38.3 µM] | 4% | 0% | 1% | 3.6%
COc1ccc(-n2cc(CNCC3CCOCC3)c(-c3cccc(F)c3)n2)cc1
→ 7%[46 µM] | 2% | 12% | 5%[9.22 µM] | -3% | 13% | 0.0%
COc1ccc(NC(=O)c2ccc(OCc3c(C)noc3C)c(OC)c2)cn1
→ -19%[46 µM] | 8% | 1% | 17% | 0% | 7% | -0.3%
CC(C)C[C@H](N)C(=O)N[C@H](C(=O)N[C@H](C(=O)N[C@@H](Cc1ccc(O)cc1)C(=O)N1CCC[C@H]1C(=O)N[C@@H](Cc1c[nH]c2ccccc12)C(=O)N[C@H](C(=O)N[C@@H](CCC(N)=O)C(=O)N[C@@H](CCCN=C(N)N)C(=O)O)[C@@H](C)O)C(C)C)C(C)C
→ . | . | -5% | . | . | 14% | 3.2%
C/C(=N\NS(=O)(=O)c1ccc(Cl)c([N+](=O)[O-])c1)c1cc2ccccc2o1
→ 4% | -9%[46.1 µM] | -5%[38.3 µM] | -7% | -1% | 0% | 0.1%
CCOC(=O)CNC(=O)Nc1ccccc1C(=O)OC
→ -1% | -14%[46.1 µM] | -10%[38.3 µM] | -6%[9.22 µM] | 7% | -1% | -2.8%
CCC(=O)c1ccc(OCC(=O)OCC(=O)Nc2sccc2C(N)=O)cc1
→ -12%[9.22 µM] | 10% | 3% | 7% | -6% | 8% | 0.0%
Cc1ccc(C(=O)N2CCCCC2C(=O)O)o1 (configuration not stated)
→ -5%[46 µM] | -8% | -3% | -7%[9.22 µM] | -1% | -3% | -4.9%
CCCc1nc(NCc2ccco2)c(C#N)c2c1COC(C)(C)C2
→ 2% | 5%[46.1 µM] | 4%[38.3 µM] | 7% | 0% | 5% | -0.2%
Cn1c(=O)n(C)c2cc(S(=O)(=O)O)ccc21
→ 18% | -17%[46.1 µM] | 0%[38.3 µM] | 20% | 0% | 0% | -0.7%

Following part:
Under each structure: LMNA splice mod | NPSR antag | IMPase Li cell | HttQ103 aggreg | Luc counter | CBFb RUNX1 block | Epigenetic reg
CCCC(=O)Nc1ccc(NC(=O)c2cccs2)cn1
→ 17% | -3%[46.1 µM] | 23%[38.3 µM] | -11% | -1% | 5% | 1.8%
Cc1[nH]c2ccccc2c1C(=O)COc1ccccc1F
→ 0%[46 µM] | 21% | 2% | -10%[9.22 µM] | -1% | 13% | -1.0%
COC(=O)CC1c2cc(OC)c(OC)cc2CC(=O)c2cc(OC)c(OC)cc21 (configuration not stated)
→ -5% | 6% | -7% | -7% | 0% | 17% | 1.0%
CCOC(=O)c1cc(C)n(-c2ccc(Cl)cc2)c1C
→ . | 23% | . | 4%[9.22 µM] | . | 0% | -1.7%
O=C1Nc2cc(Cl)c(Cl)cc2N(O)N1c1cc(Cl)cc(Cl)c1
→ 9% | 0%[46.1 µM] | -5%[38.3 µM] | 0% | 5% | 2% | -2.3%
CCNC(=S)N/N=C(\C)c1cccc(C(F)(F)F)c1
→ ? | -44% | 13% | -1% | 0% | -7% | 0.3%
Cc1ccc(C)c(S(=O)(=O)Nc2cc(SCC(=O)O)c(O)c3ccccc23)c1
→ ? | 22% | 13% | -18% | 0% | ? | 2.1%
Cc1ccccc1-c1nnn(CC(=O)c2ccc(S(=O)(=O)N3CCCC3)cc2)n1
→ ? | ? | -6%[38.3 µM] | -23% | 0% | -7% | 0.2%
CCN(CC)CCCNS(=O)(=O)c1ccc(OC)cc1
→ 2% | 4%[46.1 µM] | 12%[38.3 µM] | 16% | 3% | 9% | -2.1%
Cc1cccc(N(C)C(=O)COc2cc(=O)n(C)c3ccccc23)c1
→ 7% | 2%[46.1 µM] | -6%[38.3 µM] | 8% | -1% | 1% | -2.7%
C1=C(CN2CCOCC2)COc2c1cccc2OC[C@@H]1CNCCO1
→ . | . | 13% | . | 3% | 13%[21.7 µM] | 0.4%
Cc1cc(N2CCCC2=O)cc(C)c1CN1C(=O)c2ccccc2C1=O
→ 4% | 12% | 7% | -6% | 0% | 6% | -0.1%
CCOc1cc(N2CCOCC2)c(OCC)cc1NC(=O)c1ccc(S(=O)(=O)N(C)C)cc1
→ . | -5% | . | -31%[9.22 µM] | . | 18% | -0.1%
CCOc1cc(/C=N\NC(=O)c2ccc(NC(=O)C(C)(C)C)cc2)ccc1OC(=O)c1ccc(C)cc1
→ -3% | 2%[46.1 µM] | 17%[38.3 µM] | 17% | -5% | -3% | 0.8%
NC(=O)C1CCN(C(=O)CN2CCCc3ccccc32)CC1
→ -5% | -14%[46.1 µM] | 23%[38.3 µM] | -4% | -5% | -1% | -1.1%
CC(C)OC(=O)c1ccc(NC(=O)c2cncc(Br)c2)cc1
→ 16%[46 µM] | -3% | 10% | -11% | 0% | 1% | 2.7%
CC(C)n1nc(C(=O)OCC(=O)N2CC(=O)Nc3ccccc32)c2ccccc2c1=O
→ 15%[46 µM] | 7% | -3% | -9% | -2% | 5% | -0.4%
